Source: PubChem BioAssay
GalR3 antag – human GalR3 antagonism | O60755 | HEK293 GalR3-CNG cAMP membrane potential fluorescence; galR3 body fused to GalR1 C-terminus | inhibition, % at 3 µM | actives 0.44% (n = 360,000);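 active = inhibition above the screen-wide average plus 3 SD, cut at about 13% in these data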;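 also: forskolin and galanin both at EC90 stimulate the cells; cAMP rise reported by CNG channel membrane potential dye signal; 0% = forskolin plus galanin with DMSO and 100% = forskolin alone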
Target sequence (O60755 1-299 limits assumed): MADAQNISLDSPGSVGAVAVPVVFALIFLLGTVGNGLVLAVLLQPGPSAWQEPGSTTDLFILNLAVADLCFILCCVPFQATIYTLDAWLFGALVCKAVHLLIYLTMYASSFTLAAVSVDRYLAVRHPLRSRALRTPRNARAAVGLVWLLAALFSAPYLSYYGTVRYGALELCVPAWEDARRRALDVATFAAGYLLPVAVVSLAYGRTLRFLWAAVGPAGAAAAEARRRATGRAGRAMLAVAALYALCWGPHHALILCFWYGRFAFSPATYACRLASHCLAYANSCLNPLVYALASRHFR
Active calls of the source: *.

Start of the listing, in advance:
`O=C(Nc1ccc(F)cc1)C(CCc1ccccc1)N1CCN(Cc2c(F)cccc2Cl)CC1` (centres undefined) gave GalR3 antag -6.
`O=C(C[C@@H]1CC[C@@H]2[C@H](COC[C@H](O)CN2S(=O)(=O)c2ccccc2)O1)Nc1ccccc1` gave GalR3 antag -3.

Results, from the start:
`O=C(Nc1ccc(F)cc1)C(CCc1ccccc1)N1CCN(Cc2c(F)cccc2Cl)CC1` (centres undefined) gave GalR3 antag -6.
`O=C(C[C@@H]1CC[C@@H]2[C@H](COC[C@H](O)CN2S(=O)(=O)c2ccccc2)O1)Nc1ccccc1` gave GalR3 antag -3.
CCCCC1CC2=C(C(=O)OC(C)(C)O2)C(c2cccc3ccccc23)O1 (centres undefined) was read as GalR3 antag -8.
CC1(C(=O)NS(=O)(=O)c2ccccc2)CCN1C(=O)c1ccc(C2CCCCC2)cc1 (centres undefined) was read as GalR3 antag -3.
For CC(=O)Nc1ccc(Sc2ccc([N+](=O)[O-])o2)cc1 the results were GalR3 antag 1.
Screening CC(=O)N1CCN(Cc2cc(=O)oc3cc(C)cc(C)c23)CC1 returned GalR3 antag -5.
`CCN(CC)CCN(Cc1cc2cc3c(cc2[nH]c1=O)OCCO3)C(=S)NCCOC` gave GalR3 antag -4.
For COCCNC(=O)C1(C)CCCN(C(=O)c2ccc(-c3ccccc3)cc2)C1 (centres undefined) the results were GalR3 antag -4.
`Cc1ccc(CC#N)c(-c2c(CC#N)ccc(C)c2C)c1C` gave GalR3 antag -3.
For COc1cccc(C(=O)NCC2CCN(C(=O)C(=O)c3cc4ccccc4o3)CC2)c1 the results were GalR3 antag -4.
`CCOC(=O)C1(C)CCCN1C(=O)c1ccc(OC)cc1` (centres undefined) gave GalR3 antag -7.
COc1cc(S(=O)(=O)NCC2(N3CCCCC3)CCCCC2)ccc1NC(C)=O was read as GalR3 antag -4.
`Cc1cn([C@H]2C[C@H](O)[C@@H](CCC(=O)NCc3ccccc3)O2)c(=O)[nH]c1=O` gave GalR3 antag -3.
Screening Cc1ccc(CN2CC(N3CCN(CC4CC4)CC3)CS2(=O)=O)cc1 (centres undefined) returned GalR3 antag -4.
COc1c(Cl)cc(C(=O)Nc2cccnc2)cc1Cl was read as GalR3 antag -4.
For CCOC(=O)C1C(=O)C(=O)N(C(C)C)C1C(=O)OCC (centres undefined) the results were GalR3 antag 4.
Screening Cc1nn(-c2ccccc2)nc1C(=O)Nc1ccccc1C(=O)NCC1CC1 returned GalR3 antag -8.
For N#CCCC(C#N)(c1cccnc1)N1CCOCC1 (centres undefined) the results were GalR3 antag -6.
`CC1=C(C(=O)N2CCOCC2)CC(CC(=O)NCCN2CCOCC2)C(=O)N1Cc1ccc(F)cc1` (centres undefined) gave GalR3 antag -3.
COc1cc(N)c2ncsc2c1 was read as GalR3 antag 0.
`CN1CCn2cnc(C(=O)NCC(=O)OC(C)(C)C)c2C1=O` gave GalR3 antag -2.
COCCNC(=S)N(C)[C@H]1C[C@H]2c3cc(N4CCN(C)CC4)ccc3CCN2C(=O)[C@H]1[C@H](C)O was read as GalR3 antag -2.
Screening O=C(NCc1ccncc1)c1ccc2nc([C@@H]3O[C@H](CO)[C@H](O)[C@H](O)[C@H]3O)[nH]c2c1 returned GalR3 antag -2.
COc1ccc([C@H]2CC(=O)C[C@@H](CCn3cc(-c4ccncc4)nn3)O2)cc1 was read as GalR3 antag -5.
For CCOC(=O)c1csc(CCNC(=O)c2ccccc2)n1 the results were GalR3 antag -4.
Screening CCCCN(C=O)c1c(CC)nc2c(OCCOc3ccccc3)cccn12 returned GalR3 antag -6.
For COc1ccc(C(=O)c2[nH]c(N)c(C(=O)NCCc3c[nH]c4ccccc34)c2-c2ccc(C(F)(F)F)cc2)cc1 the results were GalR3 antag -8.
For COc1ccc(C(=O)c2[nH]c(N)c(C(=O)c3c[nH]c4ccccc34)c2-c2ccc(F)c(OC)c2)cc1 the results were GalR3 antag -1.
Screening N#Cc1ccc(C(=O)N2CCCCC2c2cc(C(=O)Nc3ccccc3Cl)no2)cc1 (centres undefined) returned GalR3 antag -3.
`CCOC(=O)C1(C)CCCN(C(=O)c2ccc3c(c2)CCO3)C1` (centres undefined) gave GalR3 antag -6.
Screening Cc1ccc(NS(=O)(=O)c2ccc(-n3cccn3)cc2)cc1Cl returned GalR3 antag 6.
For O=C(NCC1CCN(C(=O)C(=O)c2cccs2)CC1)c1cccnc1 the results were GalR3 antag -7.
Screening CCOC(=O)C1CCCN(C(=O)c2ccccc2)CC1 (centres undefined) returned GalR3 antag -4.
`CC(=O)N1c2cc3ccccc3cc2N(C(C)=O)c2cc3ccccc3cc21` gave GalR3 antag -3.
For O=C(Nc1ccc(C(=O)N2CCCCC2)cc1)C1CCCC1 the results were GalR3 antag -3.
`C(=C\c1ccccc1)/CN1CCN(C(c2ccccc2)c2nnnn2C2CCCCC2)CC1` (centres undefined) gave GalR3 antag -6.
Screening COc1ccc(NC(=O)C2(C)Cc3c(-c4cccc(C(N)=O)c4)ccnc3O2)cc1OC (centres undefined) returned GalR3 antag 7.
`CSc1ccc(-c2cc3c(c4c2ccn4C)C2CCC3C2)cc1` (centres undefined) gave GalR3 antag -5.
COC1OC2COC(c3ccccc3)OC2C(OC(C)=O)C1OC(C)=O (centres undefined) was read as GalR3 antag -5.
CCOC(=O)c1c2c(n(Cc3ccccc3)c1C)C(=O)C(=O)c1ccccc1-2 was read as GalR3 antag -4.
CCN(CC(=O)NCc1ccc(F)cc1)C(=O)c1cccc(S(=O)(=O)N(C)c2ccc(OC)cc2)c1 was read as GalR3 antag -5.
Screening Cc1ccc(C(=O)Nc2ccc(NC(=O)c3ccccc3Cl)c(C)c2)cc1 returned GalR3 antag -6.
Screening CN(CC(=O)Nc1ccc(Cl)cc1)CC(=O)Nc1sc2c(c1C(N)=O)CCC2 returned GalR3 antag -4.
For COc1ccc(CCn2nnc3ccccc3c2=O)cc1OC the results were GalR3 antag 6.
`OC[C@@H]1CN(Cc2cccc(C(F)(F)F)c2)C[C@H](n2cnc3c(NC4CC4)ncnc32)O1` gave GalR3 antag -6.
`CSc1nc(N)n2nc(C)cc2n1` gave GalR3 antag -3.
CN1CCn2cnc(C(=O)Nc3ccc(Cl)cc3)c2C1=O was read as GalR3 antag -1.
`COc1cc(OC)c2c(c1)OC(=O)CC2c1cc(OC)c(OC)c(OC)c1` (centres undefined) gave GalR3 antag -5.
For N#Cc1ccc(-c2nc3ccc(Cl)cn3c2Cc2cccc(F)c2)cc1 the results were GalR3 antag -10.
Cc1ccc(NC(=O)CSc2nnc3n2CCCCC3)cc1S(=O)(=O)N1CCOCC1 was read as GalR3 antag -1.
Screening Cc1cc(C)c2c(=O)n3c(nc2c1)C(Cc1ccc(O)cc1)NC(=O)c1cccnc1-3 (centres undefined) returned GalR3 antag -5.
`COC(=O)[C@]12CCCCC=C1N(Cc1ccc(Cl)cc1Cl)C(=O)[C@H](CC(=O)N1CCN(C(=O)c3ccco3)CC1)C2` gave GalR3 antag 5.
For O=C(C(=O)N1CCC(c2ccccc2)CC1)c1cccc([N+](=O)[O-])c1 the results were GalR3 antag -2.
CC(C)(C)c1cc(CNC(=O)C2CCC(=O)N(Cc3ccccc3F)C2)[nH]n1 (centres undefined) was read as GalR3 antag -6.
`CCCCn1c(N)c(N(CC(C)C)C(=O)COc2cc(C)ccc2Cl)c(=O)[nH]c1=O` gave GalR3 antag -4.
For O=C(NCc1cccs1)c1csc([C@H]2C[C@H](O)[C@@H](CO)O2)n1 the results were GalR3 antag -7.
Screening S=C(NN=Cc1ccc2c(c1)OCO2)NN=Cc1ccc2c(c1)OCO2 returned GalR3 antag -7.
Cc1[nH]c2ccccc2c1C(=O)C(=O)NCc1nnnn1-c1ccc(F)cc1 was read as GalR3 antag -7.
Screening CC(NC(=O)CN1C(=O)NC(C)(C2CC2)C1=O)c1ccc(F)cc1 (centres undefined) returned GalR3 antag -2.
For COc1ccc(C(=O)OCC(=O)N2c3ccccc3CC2C)cc1S(=O)(=O)N1CCOCC1 (centres undefined) the results were GalR3 antag -7.

A draw from above in order of count of non-hydrogen atoms, descending:
`COC(=O)[C@]12CCCCC=C1N(Cc1ccc(Cl)cc1Cl)C(=O)[C@H](CC(=O)N1CCN(C(=O)c3ccco3)CC1)C2` gave GalR3 antag 5.
`COc1cc(OC)c2c(c1)OC(=O)CC2c1cc(OC)c(OC)c(OC)c1` (centres undefined) gave GalR3 antag -5.
Screening S=C(NN=Cc1ccc2c(c1)OCO2)NN=Cc1ccc2c(c1)OCO2 returned GalR3 antag -7.

(list continues)
For Cc1ccc([N+](=O)[O-])c(NC(=O)COC(=O)CCNS(=O)(=O)c2cccs2)c1C the results were GalR3 antag -8.
Screening O=C(O)C1c2ccccc2Cc2ccccc21 returned GalR3 antag -7.
Screening C[C@@H]1CCCCO[C@H](CN(C)S(=O)(=O)c2ccccc2)[C@@H](C)CN([C@H](C)CO)C(=O)c2cc(NC(=O)Cc3ccccc3)ccc2O1 returned GalR3 antag -8.
For Cc1ccc(OCC(=O)Nc2ccc(-n3cnnn3)cc2)c(C)c1 the results were GalR3 antag -3.
`O=C(CCCCn1ccc(=O)[nH]c1=O)Nc1ccc(C(=O)O)c(O)c1` gave GalR3 antag -4.
Screening COc1cccc(-c2oc3c(c2C#CC2(N)CCCCC2)C(O)CCC3)c1 (centres undefined) returned GalR3 antag -7.
CN[C@H](C)C(=O)NC[C@H]1O[C@@H](n2cc(C)c(=O)[nH]c2=O)C[C@@H]1O was read as GalR3 antag 0.
Screening O=C(NCCOc1ccccc1)C1C(=O)Nc2ccccc2C(=O)N1C1CCCCC1 (centres undefined) returned GalR3 antag -4.
`COc1ccc(-c2cncnc2N)cc1OC` gave GalR3 antag 4.
For C[C@@H]1CN([C@H](C)CO)C(=O)CCCn2cc(nn2)CO[C@H]1CN(C)C(=O)Nc1ccc(N2CCCCC2)cc1 the results were GalR3 antag -4.
C[C@@H]1CCCCO[C@@H](CN(C)S(C)(=O)=O)[C@@H](C)CN([C@H](C)CO)C(=O)c2cc(N(C)C)ccc2O1 was read as GalR3 antag -1.
For N#Cc1ccc(Nc2nc(NCc3ccccc3)nc3ccsc23)cc1 the results were GalR3 antag -3.
`COc1ccc(C(=Cc2ccccc2)C(=O)O)cc1` gave GalR3 antag -1.
For O=S1(=O)C[C@@H](N2CCN(c3ccccn3)CC2)[C@H](COCc2ccccc2)N1 the results were GalR3 antag -5.
For CC(=O)NC(c1ccc(F)c(F)c1)c1nc(-c2ccncc2)cs1 (centres undefined) the results were GalR3 antag 0.

Random excerpt: seven compounds from above
CN[C@H](C)C(=O)NC[C@H]1O[C@@H](n2cc(C)c(=O)[nH]c2=O)C[C@@H]1O was read as GalR3 antag 0.
For C[C@@H]1CN([C@H](C)CO)C(=O)CCCn2cc(nn2)CO[C@H]1CN(C)C(=O)Nc1ccc(N2CCCCC2)cc1 the results were GalR3 antag -4.
For Cc1ccc(OCC(=O)Nc2ccc(-n3cnnn3)cc2)c(C)c1 the results were GalR3 antag -3.
`O=C(CCCCn1ccc(=O)[nH]c1=O)Nc1ccc(C(=O)O)c(O)c1` gave GalR3 antag -4.
For Cc1ccc([N+](=O)[O-])c(NC(=O)COC(=O)CCNS(=O)(=O)c2cccs2)c1C the results were GalR3 antag -8.
`COc1ccc(C(=Cc2ccccc2)C(=O)O)cc1` gave GalR3 antag -1.
Screening COc1cccc(-c2oc3c(c2C#CC2(N)CCCCC2)C(O)CCC3)c1 (centres undefined) returned GalR3 antag -7.

The listing picks up, repeating the three entries before the break.
`COc1ccc(C(=Cc2ccccc2)C(=O)O)cc1` gave GalR3 antag -1.
For O=S1(=O)C[C@@H](N2CCN(c3ccccn3)CC2)[C@H](COCc2ccccc2)N1 the results were GalR3 antag -5.
For CC(=O)NC(c1ccc(F)c(F)c1)c1nc(-c2ccncc2)cs1 (centres undefined) the results were GalR3 antag 0.
`O=C(C(=O)N1CCC(CNS(=O)(=O)Cc2ccccc2)CC1)c1cc2ccccc2o1` gave GalR3 antag -7.
CC1(C)COC(c2ccc3c(c2)OCO3)OC1 was read as GalR3 antag -4.
`Cc1cc(O)ccc1Nc1cc(-c2cccc(N)c2)ncn1` gave GalR3 antag -2.
`Cc1ccc(NS(=O)(=O)c2cc3c(cc2Br)NC(=O)CO3)cc1C` gave GalR3 antag -4.
Screening Cc1ccc(S(=O)(=O)N2CCN(C(=O)c3cc(S(=O)(=O)N4CCOCC4)c(Cl)cc3Cl)CC2)cc1 returned GalR3 antag 2.
CC(=O)Nc1cccc2ccc(O)cc12 was read as GalR3 antag 2.
Cc1cccc(S(=O)(=O)NC(=O)C2(C)CCN2C(=O)CCc2ccccc2)c1 (centres undefined) was read as GalR3 antag -7.
Screening CN(c1ccc(F)cc1)S(=O)(=O)c1ccc(Cl)c(C(=O)NCC(c2ccco2)N2CCCCC2)c1 (centres undefined) returned GalR3 antag -4.
Screening Fc1cccc(Cc2c(C3CCCCC3)nc3ccc(Cl)cn23)c1 returned GalR3 antag -6.
Screening COc1ccccc1Cc1c(C(C)(C)C)nc2c3ccccc3ccn12 returned GalR3 antag -7.
CCOC(=O)C1(c2ccccc2)CCCNC1=O (centres undefined) was read as GalR3 antag -6.
O=C(/C=C/[C@H]1O[C@@H](n2ccc(=O)[nH]c2=O)[C@H](O)[C@@H]1O)NC(c1ccccc1)c1ccccc1 was read as GalR3 antag -2.
`CC(C)C[C@H]1CN([C@@H](Cc2ccc(O)cc2)CN2CCC[C@@H]2CN2C(=S)NC[C@@H]2Cc2ccccc2)C(=S)N1CCc1ccccc1` gave GalR3 antag -5.
`Cc1nc2ccc(C(=O)N3CCN(c4ccccc4)CC3)cn2c1N(C)C(=O)CCc1ccccc1` gave GalR3 antag -3.
Screening CC(C)(C)Cc1c(-c2cccc(Cl)c2)nc2ccc(Cl)cn12 returned GalR3 antag -4.
For CSc1ccc(CN2CCC(C)(Oc3ccccc3F)C2)cc1 (centres undefined) the results were GalR3 antag -9.

The list is partial; the hit share may differ from the screen's.
